BRCA1 expr up = activators of BRCA1 expression; 380,000 tested, 1.1% active; MCF7-BRCA1-FFLuc reporter, luminescence, 48 h; response scale: scaled: vehicle 0%, 10 µM genistein 100%; Potency, µM (doses to about 46.1 µM), for the others: top-dose activation, most hits filed as activators; active means well fitted activation curve with a large enough effect; inconclusive means small, poorly fitted or top-dose-only effect; inactive means no such curve, though single readings can be large or run the other way; further: nearly all actives have a fitted effect of over 80% in size; some results filed as inactive show a strong effect at the top dose
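Using MCF7 cells harboring a BRCA1 firefly luciferase reporter, plated 2 h before compound pinning, the screen measured luminescence after 48 h incubation. Responses were normalized to DMSO and 10 microM genistein, then fitted for concentration-effect.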
Starred values were filed as active, the others as inactive; ? = inconclusive. Potency means the concentration at half of the fitted maximal effect. Not all compounds are listed, so the mix of outcomes need not match the whole.

mol,BRCA1 expr up
Cc1ccc(C2C=CC(C#N)=CN2Cc2ccccc2)cc1 (stereo not given),-27.8%
CCc1nc2ccc(C(=O)NCc3ccccc3OC)cn2c1N(CCC(C)C)CCN(C)C,-22.6%
Cc1nn(CC(=O)N2CCC(C)CC2)c(=O)c2cc3occc3n12,22.7%
O=C(Nc1ccc2nc(SCC(=O)N3CCc4ccccc43)sc2c1)c1cccc(F)c1,0.0%
Cc1cccc(C)c1-n1nnnc1C1(C)CCC(=O)N1CC1CCCCC1 (stereo not given),7.0%
Cc1cccc(NC(=O)c2sc3nc(N4CCOCC4)c4c(c3c2N)CC(C)(C)OC4)c1,46.8%
Cc1ccc(S(=O)(=O)N2CCN(c3nc(-c4cccs4)nc4ncccc34)CC2)cc1,24.8%
CCC1CCCCN1Cc1cn2c(-c3ccc(Br)cc3)nnc2s1 (stereo not given),1.0%
Cc1nc([N+](=O)[O-])cn1CC(=O)c1ccc2c(c1)OCCCO2,0.0%
COc1ccc(C)cc1NC(=O)C(=O)NCCc1sc(-c2cccc(C)c2)nc1C,2.2%
COc1ccc(CC(=O)N2CCc3cc(OC)c(OC)cc3C2COc2cc(C)cc(C)c2)cc1OC (stereo not given),-23.2%
Cc1ccc2ccccc2c1C(O)c1ncc(-c2cccc(C(F)(F)F)c2)[nH]1 (stereo not given),-31.7%
Cc1ccc(NC(=O)CSc2nc(=O)n(Cc3ccccn3)c3c2CCC3)cc1F,-0.4%
Cc1ccc(C)c(CN2C(=O)c3ccccc3S(=O)c3ccc(C(=O)NCc4ccccc4Cl)cc32)c1 (stereo not given),-17.9%
CCNC(=S)Nc1ccc2c(c1)c(=O)n(C)n2-c1ccc(C(C)(C)C)cc1,-12.2%
CC(=O)N1c2ccc(S(=O)(=O)N3CCCCCC3)cc2CC1C(=O)NCc1ccccc1F (stereo not given),0.0%
COc1cc(CN(C(=O)COc2ccc(Cl)c(C)c2)c2ccccn2)cc(OC)c1OC,-0.2%
CCn1cc(C(=O)OCC(=O)Nc2ccc(C)c(Cl)c2)c(=O)c2ccc(C)nc21,15.3%
CCCC(=O)N1CCCC1(C)C(=O)Nc1cc(C)ccc1C (stereo not given),-1.0%
CCN(C)C1CN(Cc2cn(Cc3ccc(OC)cc3)nn2)S(=O)(=O)C1 (stereo not given),31.7%
CC1=C(C(=O)Nc2ccc(C)cc2C)C(c2sccc2C)n2ncnc2N1 (stereo not given),-5.8%
O=C(C[N+]1(CCO)CCOCC1)c1cccc2ccccc12,21.9%
COc1ccc(-c2ccc(C(=O)Nc3ccc(C(C)C)cc3)c3occc23)c(C)c1,0.0%
Oc1ccc(Br)cc1C1C=C(c2ccc3c(c2)OCO3)NC(c2ccc(Cl)cc2)N1 (stereo not given),0.0%
CC(C)N(C)c1ncnc2c1ncn2[C@H]1CN(Cc2ccncc2)C[C@@H](CO)O1,0.8%
CC(C)C[C@H]1CN(CCCC[C@H]2CNC(=O)C(=O)N2CCc2ccccc2)C(=O)C(=O)N1CCc1ccccc1,18.2%
CCSc1ccc(-c2cc(NC=O)c3ncc(-c4cc(OC)c(OC)c(OC)c4)n3c2)cc1,-39.6%
COc1ccc(C(O)c2nc(-c3ccc(Cl)cc3)cs2)cc1 (stereo not given),2.4%
Cc1cccc(C)c1NC(=O)Nc1nnc([C@H]2C[C@H](O)[C@@H](CO)O2)s1,-0.6%
CCOC(=O)c1c(C)[nH]c(C)c1S(=O)(=O)NCC(=O)N1CCN(c2cc(Cl)ccc2C)CC1,-51.4%
O=C(Nc1c(Cl)cccc1Cl)Oc1cccc2cccnc12,-65.8%
CCOC(=O)c1c(C)[nH]c(C)c1S(=O)(=O)N1CCCC(C(=O)NCc2ccc(N(C)C)cc2)C1 (stereo not given),-18.2%
Cn1cc(S(=O)(=O)N2CCCCC2)cc1C(=O)Nc1cccc(C#N)c1,-31.9%
COc1ccc(-c2cc(C(=O)NCCc3ccccc3)c3c(-c4ccc(Cl)cc4)[nH]nc3n2)cc1,15.8%
CCN(CC)c1ncnc2c1ncn2[C@H]1CN(Cc2ccc(-c3ccccc3)cc2)C[C@@H](CO)O1,-41.1%
COc1ccc(-c2noc(CN3CCN(c4cccc(Cl)c4)CC3)n2)cc1,13.1%
CC(=O)Nc1ccc(-c2ccnc3c2CC(C(=O)Nc2cccc(OC(F)(F)F)c2)O3)cc1 (stereo not given),-46.7%
O=C(CSC1=Nc2ccccc2N=C(c2ccc(F)cc2)C1)Nc1cc(F)ccc1F,4.8%
CCCN(C(=O)c1coc(=O)c2ccccc12)c1ccccc1C,-22.5%
COc1ccc(C(O)c2ncc(-c3ccccc3Cl)[nH]2)cc1 (stereo not given),29.6%
CCc1nc2ccc(C(=O)Nc3cccc(OCC(=O)N(C)C)c3)cn2c1N(C)Cc1ccc(N(C)C)cc1,11.7%
Cc1ccc(S(=O)(=O)N2CCN(c3nc(C(N)=O)nc4ccccc34)CC2)cc1,0.3%
Cc1cc(F)ccc1NC(=O)C1CCCN(S(=O)(=O)c2ccc3c(c2)CCCC(=O)N3)C1 (stereo not given),-2.5%
CCOC(=O)c1ccc(N2C(=O)c3n[nH]c(-c4ccco4)c3C2c2ccccc2OC)cc1 (stereo not given),-78.2%
CCCS(=O)(=O)NC(=O)C1(C)CCCN(C(=O)Cc2ccc3ccccc3c2)C1 (stereo not given),5.8%
CC1(C(=O)Nc2ccc3c(c2)OCO3)CCN1Cc1csc2ccccc12 (stereo not given),-9.1%
Cc1ccc(Sc2ccc(N3CCCC(C(=O)Nc4ccc(F)c(Cl)c4)C3)nn2)cc1 (stereo not given),-2.6%
CCCCN(CCCC)Cc1cc(=O)oc2ccccc12,15.4%
Cc1cc(NC(=O)CN(c2cccc(C)c2C)S(=O)(=O)c2ccccc2)ccc1Br,-42.4%
COc1ccc(CCNC(=O)c2cc3c(=O)oc4ccc(C)cc4c3s2)cc1OC,12.8%

(more compounds)
mol,BRCA1 expr up
Cc1ccc(Cl)cc1NC(=O)c1sc2nc(-c3ccccc3)cn2c1C,18.6%
O=C1NC[C@H](CCCCN2C[C@H](Cc3ccccc3)N(CCc3ccc(O)cc3)C(=O)C2=O)N(CCc2ccc(O)cc2)C1=O,10.7%
Cc1ccc(C(=O)CSc2nnc(-c3ccccc3)n2-c2ccccc2)cc1,0.0%
CC(=O)c1cccc(NC(=O)Cn2c(=O)oc3cc(S(=O)(=O)NC4CCCC4)ccc32)c1,0.0%
Cc1ccc(S(=O)(=O)N2CCN(Cc3cc(=O)n4nc(-c5ccccc5Cl)sc4n3)CC2)cc1,0.0%
COc1ccc(Cc2c(-c3ccc(F)cc3)nc3ccc(Br)cn23)c(C)c1,8.91µM*
Cc1ccc(-c2c(C(=O)NCCc3ccc(Cl)cc3)oc(=O)c3ccccc23)cc1,-21.0%
O=C(CN1CCN(S(=O)(=O)c2cc(Cl)ccc2Cl)CC1)Nc1cccc(F)c1,-0.5%
COc1cccc(NC(=O)Cn2c(=O)n(-c3ccc(C)cc3)c(=O)c3ccccc32)c1,-9.8%
CCn1c(Oc2ccc(F)cc2F)nc2c1c(=O)n(C)c(=O)n2C,11.1%
O=C(NCC(O)c1nc2ccccc2[nH]1)c1ccc(Br)cc1 (stereo not given),0.0%
O=C(NC(c1ccc2c(c1)OCO2)c1ccccn1)C1CCN(CCOc2ccccc2)CC1 (stereo not given),2.7%
COc1cc(Cl)ccc1OC1(C)CCN(Cc2ccc(-c3ccccn3)cc2)C1 (stereo not given),-8.2%
CC(=O)Nc1ccc(-c2ccnc3c2CC(C(=O)Nc2cccc(N(C)C)c2)O3)cc1 (stereo not given),-12.0%
CN(C)c1ccc(CNC(=O)C2(C)Cc3c(-c4ccccc4)ccnc3O2)cc1 (stereo not given),-39.7%
CCCCCn1c(=O)[nH]c2cc(C(=O)Nc3cc(OC)cc(OC)c3)ccc2c1=O,11.8%
CCOC(=O)c1c(N)n(-c2ccc(Cl)c(Cl)c2)c2nc3ccccc3nc12,15.0%
CCOC(=O)c1cc2ccccc2n1C1CCN(C)CC1,-13.9%
CN(C)c1ncnc2c1ncn2[C@H]1CN(Cc2ccco2)C[C@@H](CO)O1,16.7%
O=C(NCCn1cc(SCc2ccccc2F)c2ccccc21)c1cccs1,0.0%
CC(C)(C)S(=O)N1Cc2cc(C(=O)NCCCN3CCOCC3)nc(-c3cccc(-c4cc5ccccc5o4)c3)c2[C@@H]1CCO (stereo not given in full),0.0%
CC(=O)c1ccc(OC2(C)CCN(CCOc3ccc(C)cc3)C2)cc1 (stereo not given),5.2%
CCc1ccc(NC(=O)CC2C(=O)N(c3ccc(C)cc3)C(=O)N2C2CCCC2)cc1 (stereo not given),-1.3%
CCCCNC(=O)CCn1c(=O)c2ccccc2n(Cc2cccc(Cl)c2)c1=O,1.5%
COCCn1c(C(=O)N(C)C)cc2c1C[C@H]1CN(C(=O)c3ccccc3)[C@@](Cc3ccc(F)cc3)(C(=O)OC)[C@@H]21,4.0%

Remaining list, next part.
SMILES	BRCA1 expr up
COc1ccc(-c2noc(CSc3nnc(-c4ccncc4)n3-c3ccc(C)cc3)n2)cc1	-23.7%
CCCNC(=O)C1(C)CCN(C(=O)c2cccnc2Oc2ccccc2)C1 (stereo not given)	22.4%
O=C(Nc1ccc(Oc2ccccc2)nc1)[C@H]1O[C@@H](n2ccc(=O)[nH]c2=O)[C@H](O)[C@@H]1O	20.0%
CSCCNC(=O)C1(C)CCN1C(=O)C/C=C/c1ccccc1 (stereo not given)	17.2%
Clc1ccccc1-c1cc2nc(NCc3ccco3)ccn2n1	?
COC(=O)[C@]12CCCCC=C1N(Cc1ccco1)C(=O)[C@H](CC(=O)NCc1ccc(OC)c(OC)c1)C2	0.0%
Clc1ccc(-c2noc3ncnc(NC4CCCCC4)c23)cc1	1.6%
Cc1cc(Nc2cccc(Cl)c2)nc2ccc(NC(=O)Cc3cccc(C(F)(F)F)c3)cc12	-73.3%
FC(F)(F)c1ccccc1Cc1c(-c2cccc(Cl)c2)nc2c3ccccc3ccn12	-4.3%
Cc1cccc(CN2CCN(C3CN(Cc4cn(Cc5cccc(C(F)(F)F)c5)nn4)S(=O)(=O)C3)CC2)c1 (stereo not given)	-9.0%
COc1ccccc1NC(=O)C1CCN(c2cnccn2)CC1	-4.9%
C#CCOc1ccc(CNC[C@H]2O[C@@H](n3ccc(=O)[nH]c3=O)[C@H](O)[C@@H]2O)cc1	5.2%
COc1ccc(Cl)cc1C1=NOC2(CCC2)C(=O)N1Cc1ccc(NC(C)=O)cc1	16.0%
CCOC(=O)c1c(N)sc2c1CCN(Cc1ccccc1)C2	-24.2%
c1ccc(CN2CCC3CC2c2c3cccc2N2CCOCC2)cc1 (stereo not given)	-0.7%
COc1ccc(CNC(=O)CCc2c(C)nc3cc(-c4ccc(OC)cc4OC)nn3c2C)cc1	-0.4%
Cc1cc(C)cc(C(=O)Nc2cc(C(F)(F)F)ccc2N2CCN(c3ccccc3)CC2)c1	-8.5%
O=C(c1ccccc1)c1sc(Nc2ccc3c(c2)OCO3)nc1-c1ccccc1	-14.8%
N#CN=c1snc(-c2ccccc2Cl)n1-c1ccc(F)cc1	-66.3%
COc1cccc(N2CCN(c3ccc4nnc(CCC(=O)O)n4n3)CC2)c1	8.7%
O=C(Cc1cccc(F)c1)NO	-14.0%
Cc1cccc(C)c1NC(=S)NC(=O)c1cccc(Cl)c1	-9.5%
CN1CCC(C)(C(=O)Nc2ccc3c(c2)OCCO3)C1 (stereo not given)	36.8%
Cc1cccc(C)c1-n1nnnc1-c1nc2cc(Br)ccc2[nH]c1=O	2.9%
COc1ccc(NC(=O)C2c3ccccc3OCC(=O)N2Cc2cccnc2)cc1 (stereo not given)	5.0%
Cc1cc(F)ccc1C(O)c1ncc(-c2ccc(Oc3ccccc3)cc2)[nH]1 (stereo not given)	-14.8%
O=C(/C=C/[C@H]1O[C@@H](n2ccc(=O)[nH]c2=O)[C@H](O)[C@@H]1O)NCCCc1ccccc1	13.5%
CN1CCN(C2CN(Cc3cn(Cc4ccc(C(F)(F)F)cc4)nn3)S(=O)(=O)C2)CC1 (stereo not given)	4.6%
CC(=O)Nc1ccc(Nc2nccc(C)n2)cc1	14.6%
O=C(Nc1cccc(OC(F)(F)F)c1)C1Cc2c(-c3ccc(Cl)cc3)ccnc2O1 (stereo not given)	-58.1%
Cc1ccc2oc(-c3ccc(NC(=O)COc4ccccc4)cc3O)nc2c1	58.7%
CCc1nc2ccc(C(=O)NCCc3ccccn3)cn2c1N(C)CCC(C)C	-6.3%
Fc1cccc(-c2cncc(N3CCN(CCN4CCCC4)CC3)n2)c1	-9.4%
Cc1ccccc1OC(=O)c1cc(-c2ccc3c(c2)OCCO3)on1	0.0%
CCCOc1ccc(F)cc1-c1cc(C(=O)NC(C)C)[nH]n1	0.0%

A few values from the entries so far:
Under BRCA1 expr up, `CCCOc1ccc(F)cc1-c1cc(C(=O)NC(C)C)[nH]n1` has the entry 0.0%
Under BRCA1 expr up, `Cc1ccc2oc(-c3ccc(NC(=O)COc4ccccc4)cc3O)nc2c1` has the entry 58.7%

Among those listed so far, 6 have bromine.
SMILES	BRCA1 expr up
CCC1CCCCN1Cc1cn2c(-c3ccc(Br)cc3)nnc2s1 (stereo not given)	1.0%
Oc1ccc(Br)cc1C1C=C(c2ccc3c(c2)OCO3)NC(c2ccc(Cl)cc2)N1 (stereo not given)	0.0%
Cc1cc(NC(=O)CN(c2cccc(C)c2C)S(=O)(=O)c2ccccc2)ccc1Br	-42.4%
COc1ccc(Cc2c(-c3ccc(F)cc3)nc3ccc(Br)cn23)c(C)c1	8.91µM*
O=C(NCC(O)c1nc2ccccc2[nH]1)c1ccc(Br)cc1 (stereo not given)	0.0%
Cc1cccc(C)c1-n1nnnc1-c1nc2cc(Br)ccc2[nH]c1=O	2.9%
